human PMI inhibition: inhibitors of human PMI, primary screen, biochemical, fluorescence intensity, coupled assay (AID 1209) | purified PMI enzyme, coupled fluorescence intensity; higher % means a stronger effect | inhibition, % at 20 µM; hits with a dose series show IC50 in µM | 190,000 compounds, 0.42% hits;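 further: plate controls were DMSO vehicle for no effect and wells lacking substrate for full effect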
WT yeast gro inh: growth inhibition of WT yeast, mitochondrial fusion screen; 190,000 compounds, 2.1% hits; AID 1362; mitochondrial fusion phenotypic screen, WT strain; inhibition, % at 10 µM; in the data active means inhibition above about 58%; tested in S. cerevisiae
Yfh1-off respiration: mitochondrial function rescue without frataxin homolog – Friedreich's ataxia, plus single-dose screen, dose response (AID 1465); 220,000 compounds, 0.074% hits; S. cerevisiae Yfh1-off respiration, WST-1 reduction, 72 h; higher fold induction means a stronger effect; one-dose fold induction at 50 µM; EC50 in µM for titrated hits;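 active means fold induction of absorbance versus untreated yeast above a set limit, then at least 30% activation at any dose in follow-up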;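 further: activators that raise dye reduction in frataxin-depleted yeast; strong numbers were not always called active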
LYP phosphatase: inhibitors of LYP phosphatase, biochemical, fluorescence intensity, uHTS (AID 1779); recombinant LYP phosphatase, fluorescence intensity; higher % means a stronger effect; inhibition, % at 11.5 µM; hits with a dose series show IC50 in µM; 290,000 compounds, 0.054% hits;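 further: plate controls were vehicle with enzyme for no effect and no enzyme for full effect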
XIAP antagonists: XIAP antagonists, biochemical, IAP family, fluorescence polarization (AID 1018); XIAP BIR domain, fluorescence polarization peptide displacement; higher % means a stronger effect; one-dose displacement, % at 20 µM; IC50 in µM for titrated hits; 200,000 compounds, 0.007% hits; in the data active means displacement above about 50%; further: a part of the inactive calls stands beside numbers as strong as those of hits
M17LAP inhibition: P. falciparum M17LAP inhibitors, primary screen, biochemical, fluorogenic H-Leu-NHMec substrate, 1536-well (AID 1619). recombinant M17LAP, H-Leu-NHMec fluorogenic kinetic assay; higher % means a stronger effect. inhibition, % at 30 µM, or IC50 in µM where a hit was titrated. 220,000 compounds, 0.38% hits;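 active means compound inhibiting the enzyme by more than half at any dose during confirmatory dose-response retesting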;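 further: plate controls were full reaction with DMSO carrier for no effect and no enzyme background for full effect; strong numbers were not always called active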
human PMI inhibitors: MPI inhibition at elevated mannose 6-phosphate – biochemical, fluorescence intensity, high mannose 6-phosphate, primary screen (AID 1220). recombinant PMI enzyme, coupled fluorescence intensity; higher % means a stronger effect. 190,000 compounds, 0.66% hits. inhibition, % at 20 µM, or IC50 in µM where a hit was titrated
TNAP activators: human TNAP enzyme activators, primary screen, biochemical, luminescent, no phosphate acceptor, uHTS (AID 1001). purified TNAP, luminescent activation assay, no phosphate acceptor; higher activation fold means a stronger effect. 200,000 compounds, 0.03% hits. one-dose activation fold at 20 µM; EC50 in µM for titrated hits; in the data active means activation fold from about 3, or a potency from the dose series; inactive means the rest, 99 in 100 with activation fold below about 1.6; further: many of its hits are not listed in these tables
M1AAP inhibition: P. falciparum M1AAP inhibitors, biochemical, fluorogenic H-Leu-NHMec substrate, 1536-well (AID 1445); 220,000 compounds, 0.42% hits; inhibition, % at 30 µM; hits with a dose series show IC50 in µM; recombinant M1AAP, H-Leu-NHMec fluorogenic kinetic assay; higher % means a stronger effect;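 active means primary inhibition above the hit cutoff, then over 50% inhibition at one or more dose response concentrations, cut at about 23% in these data, passing the limit was not always enough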;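 further: plate controls were DMSO full reaction for no effect and no enzyme background for full effect; strong numbers were not always called active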
WT yeast gro inh mutant strain: also measured in WT yeast gro inh; calls as there; inhibition, %; mitochondrial fusion phenotypic screen, mutant strain inhibition
* hit, by the source's call; i = inactive; . = no result given. Unless noted, no stated cut-off is given here; in the data, active means inhibition above about 50%; inactive means the rest.

SMILES	human PMI inhibition	WT yeast gro inh	WT yeast gro inh mutant strain	Yfh1-off respiration	LYP phosphatase	XIAP antagonists	M17LAP inhibition	human PMI inhibitors	TNAP activators	M1AAP inhibition
CC(C)CN(CC(C)C)C(=O)COc1ccccc1C(N)=O	4%	1	8	i	-4%	-4.4%	2%	7%	1	6%
COC(=O)c1ccccc1NC(=O)Nc1ccc(Br)cn1	-9%	-29	-2	i	-8%	-8.4%	9%	-10%	1.1	6%
CCCn1cnc2cc(NCc3ccccn3)ccc21	-1%	10	8	i	-3%	-1.9%	-8%	32%	0.8	-1%
O=C1c2ccccc2C(Nc2ccc3c(c2)OCCO3)N1Cc1ccccc1 (stereo not given)	10%	20	10	i	-8%	2.9%	-3%	13%	1.2	4%
O=C(O)CCCC(=O)N1CCN(c2nc(-c3ccccc3)c3ccccc3n2)CC1	6%	7	-1	i	-2%	-7.2%	-27%	6%	1.2	3%
CCCCNc1nc(N)nc(-c2cc(Cl)ccc2O)n1	2%	29	56	i	1%	3.1%	3%	5%	1.1	5%
COc1ccc(NC(=O)CN(C2CCCCC2)S(C)(=O)=O)cc1Cl	-2%	12	9	i	-4%	1.4%	10%	-4%	1.2	8%
CC(=O)NCc1ccc(S(=O)(=O)N/N=C/c2ccc(Br)cc2)cc1	-4%	3	10	i	0%	-13%	-2%	-4%	1.1	5%
COc1ccc(S(=O)(=O)NNC(=O)c2sccc2-n2cccc2)cc1	3%	-5	-5	i	-5%	-8.8%	0%	6%	1.1	1%
O=C(OCC1OC(n2cnc3c(N(C(=O)c4ccccc4)C(=O)c4ccccc4)ncnc32)C(O)C1F)c1ccccc1 (stereo not given)	14%	-1	-6	i	3%	-5.5%	1%	11%	1	9%
COc1cccc(C2c3c(oc4ccccc4c3=O)C(=O)N2CCCN(C)C)c1OC (stereo not given)	-20%	-8	43	i	-9%	-7.1%	14%	-4%	1.2	13%
O=C(C1CC1)N1CCc2cc(Br)cc(S(=O)(=O)N3CCCCCC3)c21	24%	46	26	i	6%	-5.4%	-12%	23%	1.1	0%
COc1ccc(/C=C/C(=O)Nc2ccc3c(c2)OCCO3)cc1OC	0%	7	-2	i	14%	-0.7%	8%	6%	1.1	7%
Cc1ccc(C(=O)c2cn[nH]c2-c2cc(Cl)ccc2O)cc1	-6%	-4	5	i	1%	-6.0%	44%	-8%	2.7	3%
COc1ccc(C2C(C(=O)c3ccco3)=C(O)C(=O)N2Cc2cccnc2)cc1OC (stereo not given)	-5%	4	4	i	-10%	-6.7%	31%	-1%	1	5%
Cc1cc(NC(=O)c2ccc3nc(-c4ccccc4)c(-c4ccccc4)nc3c2)no1	4%	2	-8	i	3%	-9.2%	-15%	5%	1.1	-3%
O=C(NC1CCCCC1)C(c1ccc(F)cc1)N(Cc1ccc2c(c1)OCO2)C(=O)c1cnsn1 (stereo not given)	19%	-12	13	i	-6%	1.1%	-13%	13%	1.1	4%
Cc1ccc(C(=O)NC(=S)Nc2ccccc2C(F)(F)F)cc1	20%	7	2	i	9%	-3.7%	4%	3%	1	6%
CCCc1c(C(=O)Nc2ccc(N3CCOCC3)cc2)cnn1-c1ccccc1	.	.	.	i	-1%	.	-2%	.	.	-1%
Cc1sc2c(c1C)c(=O)n(-c1cccc(C(F)(F)F)c1)c(=O)n2CC(=O)NCc1ccco1	-5%	-3	5	i	-3%	-26%	-4%	-7%	1.1	-1%
N#Cc1sc2nc(-c3cccs3)cc(-c3ccc(F)cc3)c2c1N	-4%	-5	-5	i	-2%	-1.2%	10%	6%	1.1	-1%
CC(CC(C)C(=O)N1CCOCCN(C(=O)C(C)CC(C)C(=O)O)CCOCC1)C(=O)O (stereo not given)	10%	8	12	i	-10%	-21%	9%	11%	1.1	2%
COc1cccc(OCc2nc3ncc(Br)cc3[nH]2)c1	9%	0	-12	i	-2%	-4.0%	4%	2%	1.1	-3%
CC(=O)NS(=O)(=O)c1ccc(N2C(=O)c3ccccc3C2=O)cc1	0%	-3	-1	i	-2%	-1.7%	2%	12%	1.1	-2%
Clc1ccc(-c2nnc(-c3ccc(Br)cc3)c(N3CCSCC3)n2)cc1	2%	13	1	i	-6%	-6.2%	4%	2%	1.1	12%

Single records (already shown):
CCCc1c(C(=O)Nc2ccc(N3CCOCC3)cc2)cnn1-c1ccccc1 in the list: human PMI inhibition: .; WT yeast gro inh: .; WT yeast gro inh mutant strain: .; Yfh1-off respiration: i; LYP phosphatase: -1%; XIAP antagonists: .; M17LAP inhibition: -2%; human PMI inhibitors: .; TNAP activators: .; M1AAP inhibition: -1%
CC(CC(C)C(=O)N1CCOCCN(C(=O)C(C)CC(C)C(=O)O)CCOCC1)C(=O)O (stereo not given) in the list: human PMI inhibition: 10%; WT yeast gro inh: 8; WT yeast gro inh mutant strain: 12; Yfh1-off respiration: i; LYP phosphatase: -10%; XIAP antagonists: -21%; M17LAP inhibition: 9%; human PMI inhibitors: 11%; TNAP activators: 1.1; M1AAP inhibition: 2%
CCCn1cnc2cc(NCc3ccccn3)ccc21 in the list: human PMI inhibition: -1%; WT yeast gro inh: 10; WT yeast gro inh mutant strain: 8; Yfh1-off respiration: i; LYP phosphatase: -3%; XIAP antagonists: -1.9%; M17LAP inhibition: -8%; human PMI inhibitors: 32%; TNAP activators: 0.8; M1AAP inhibition: -1%

The list continues.
SMILES	human PMI inhibition	WT yeast gro inh	WT yeast gro inh mutant strain	Yfh1-off respiration	LYP phosphatase	XIAP antagonists	M17LAP inhibition	human PMI inhibitors	TNAP activators	M1AAP inhibition
CCn1c(SCC(=O)NCc2ccc(F)cc2)nc2c(c1=O)SC(C)C2 (stereo not given)	-3%	-1	-19	i	-5%	-6.6%	7%	2%	1	-3%
CSc1ccc(/C=N/NC(=O)c2ccc(O)cc2)cc1	4%	13	18	i	-5%	-8.9%	24%	-5%	1.3	7%
CN(C)c1ccc(/C=N/n2c(-c3ccccc3Br)n[nH]c2=S)cc1	.	.	.	i	5%	.	-5%	.	.	13%
Cc1cc(NC(=O)c2ccc(Cl)cc2Cl)n(CCC#N)n1	-9%	-16	-8	i	4%	-14%	9%	-2%	1.1	5%
CSc1cnn(-c2ccccc2)c(=O)c1SC	4%	8	25	i	-11%	-5.5%	10%	-6%	1.1	-1%
COc1c(C)cccc1C(=O)Nc1ccc(CN2CCOCC2)cc1	27%	-4	-28	i	-8%	-2.7%	1%	11%	1.1	-4%
CCCNC(=O)c1ccccc1NC(=O)CN(c1ccccc1OCC)S(C)(=O)=O	4%	-8	11	i	2%	-2.9%	-2%	2%	1.1	14%
CCOC(=O)C1=C(N)n2c(s/c(=C/c3ccco3)c2=O)=C(C(=O)OC)C1c1ccco1 (stereo not given)	19%	10	3	i	5%	-17%	31%	9%	1	15%
COC(=O)c1ccccc1N/C=C/C(=O)c1ccc(Br)cc1	17%	36	19	i	3%	-5.2%	-17%	-2%	1.1	2%
CCOC(=O)CC1C(=O)NCCN1S(=O)(=O)c1ccc(Cl)cc1 (stereo not given)	4%	3	-4	i	-10%	-6.7%	-8%	-11%	1.1	-2%
COc1ccc(S(=O)(=O)NCCCCCC(=O)O)cc1C(=O)O	-22%	3	1	i	-7%	-4.8%	2%	-10%	1.1	10%
Cc1ccccc1N(CC(=O)NCc1ccc2c(c1)OCO2)C(=O)CCC(=O)Nc1ccccn1	-9%	1	23	i	-5%	-2.7%	22%	1%	1	6%
CC1CCN(C(=O)CNC(=O)Cn2ccc3ccccc3c2=O)CC1	-9%	7	-2	i	-10%	-0.1%	17%	-6%	1.1	2%
Cc1ccc(-n2c(-c3nn(C)c(C)c3Cl)n[nH]c2=S)cc1	9%	-15	-3	i	-7%	-8.3%	-238%	4%	0.8	2%
CC(=O)CCc1ccc(Oc2nc(-c3cccnc3)nc3ccccc23)cc1	9%	4	-10	i	-2%	-3.2%	3%	12%	1	-4%
O=C(CSCc1ccccc1)Nc1ccc(F)c(F)c1	23%	-11	13	i	3%	-8.8%	4%	3%	1.1	9%
CCC(C(=O)OC)n1cnc2c(cnn2-c2ccc(Cl)cc2)c1=O (stereo not given)	-1%	-3	-26	i	-2%	-5.2%	1%	-8%	1.2	4%
c1ccc(-c2ccccc2OCc2nnc3n2CCC3)cc1	-28%	4	-18	i	-11%	-4.7%	17%	-22%	1	-2%
Cc1ccc(Oc2nc3ccccn3c(=O)c2/C=C(\C#N)C(=O)Nc2c(C)n(C)n(-c3ccccc3)c2=O)c(C)c1	12%	-14	13	i	-3%	-15%	5%	18%	1	2%
Nc1ccc(C(=O)OCc2nc3ccccc3[nH]2)cc1	8%	4	2	i	-6%	-3.6%	-3%	9%	1	-2%
CCc1cc2cc(C)c(C)cc2nc1SCC(=O)NNC(=O)c1ccco1	7%	10	10	i	-8%	-2.8%	21%	10%	1.1	5%
O=C(Nc1ccccc1-c1nnn(CC(=O)N2CCc3ccccc3C2)n1)C1CCC1	15%	-3	25	i	-5%	-6.5%	31%	10%	1.1	-2%
CCN(CCCNC(=O)CCCOc1cc(=O)n(C)c2ccccc12)Cc1ccccc1	9%	9	11	i	-5%	-4.7%	7%	6%	1.1	5%
Cc1cccc(/C=N/NC(=O)Cn2nc(C)cc2C)n1	-6%	-16	12	i	2%	-6.0%	0%	2%	2.1	9%
CCC1(C)CC(c2nc(-c3ccc(OC)cc3)cs2)CCS1 (stereo not given)	-18%	51	16	i	5%	-5.3%	2%	-22%	1.1	-1%
(next part)
SMILES	human PMI inhibition	WT yeast gro inh	WT yeast gro inh mutant strain	Yfh1-off respiration	LYP phosphatase	XIAP antagonists	M17LAP inhibition	human PMI inhibitors	TNAP activators	M1AAP inhibition
CC(=O)Nc1nc(SCc2ccc(Cl)cc2Cl)n[nH]1	2%	10	-8	i	-7%	-4.7%	-4%	3%	0.9	10%
COc1ccc(CCC(C)Nc2cccc(F)c2)cc1 (stereo not given)	20%	-5	3	i	-5%	-6.3%	5%	21%	1.1	4%
Cc1cccc(C(=O)NC2=NCCS2)c1	8%	-8	10	i	-4%	-13%	5%	6%	1.1	10%
O=C(c1nn(-c2ccccc2)c(=O)c2ccccc12)N1CCN(c2ccccn2)CC1	-21%	-14	1	i	-2%	-2.2%	-8%	-11%	0.9	-1%
c1ccc(-n2nnnc2SCCCSc2nc3ccccc3s2)cc1	5%	10	-4	i	-6%	-2.9%	-9%	4%	1.1	4%
COc1ccc(C2=CC(c3sccc3C)n3nnnc3N2)cc1 (stereo not given)	-10%	12	41	i	-6%	-3.0%	-6%	-13%	1	15%
N/C(=N\OC(=O)C12CC3CC(CC(C3)C1)C2)c1cccnc1	0%	-5	-1	i	-8%	-22%	3%	0%	1.1	2%
CCN(CC)S(=O)(=O)c1ccc2nc(NC(=O)c3ccco3)sc2c1	5%	-2	-6	i	1%	-11%	4%	7%	1.1	5%
O=C1CC(/C=C/c2ccccc2)=Nc2ccccc2N1	0%	-11	-7	i	-2%	-1.1%	10%	5%	1	9%
Clc1ccccc1CSc1nncn1NC/C=C/c1ccccc1	17%	17	7	i	-2%	-2.1%	5%	14%	1.1	10%
COC(=O)CSc1nc2sc(C)c(C)c2c(=O)n1C	0%	8	14	i	-5%	-4.6%	5%	8%	0.9	-5%
Cc1cccc(-c2nnc(SCC3CNC(=O)O3)n2-c2ccc(Cl)cc2)c1 (stereo not given)	-13%	5	12	i	-3%	-3.1%	20%	-14%	1.1	-4%

Screens as filed in PubChem.
